IDH1 R132H inh: inhibitors of human IDH1 R132H. IDH1 R132H reductase, diaphorase/resazurin fluorescence, 60 min. O75874. inhibition, % at 10 µM. 70,000 tested, 0.18% active; in the data active means inhibition above about 34%;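 further: 0% = DMSO and 100% = no enzyme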
Target sequence (O75874 whole entry R132H): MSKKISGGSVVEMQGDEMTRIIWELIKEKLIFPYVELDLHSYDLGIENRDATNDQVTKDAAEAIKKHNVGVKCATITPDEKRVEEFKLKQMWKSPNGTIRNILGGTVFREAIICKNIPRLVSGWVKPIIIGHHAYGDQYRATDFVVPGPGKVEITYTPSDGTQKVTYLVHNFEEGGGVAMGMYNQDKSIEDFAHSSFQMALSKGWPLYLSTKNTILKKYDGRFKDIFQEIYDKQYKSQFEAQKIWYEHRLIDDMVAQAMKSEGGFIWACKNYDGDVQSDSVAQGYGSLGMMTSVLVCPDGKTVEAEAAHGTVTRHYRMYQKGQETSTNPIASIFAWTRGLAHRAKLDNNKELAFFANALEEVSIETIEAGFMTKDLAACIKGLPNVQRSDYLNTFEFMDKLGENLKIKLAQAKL
PRC2 inh: inhibitors of human EZH2/PRC2 methyltransferase; PRC2 H3K27 methylation, DELFIA TRF, 1 h; inhibition, % at 12.5 µM; 57,000 tested, 0.35% active;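 active means mean inhibition of replicates at least 50% and every single replicate also reaching 50%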;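 further: dimethyl H3K27 on biotinylated H3 21-44 peptide detected by antibody; plate controls were median neutral control wells for no effect and median positive control wells for full effect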
Starred values were filed as active, the others as inactive; . = no result given. Not all compounds are listed; the hit share may differ from the screen's.

The first seven compounds (preview)
Structure	IDH1 R132H inh	PRC2 inh
Cc1ccc(S(=O)(=O)Nc2ccc3c(c2)C(=O)N([C@@H](C)CO)C[C@@H](C)[C@@H](CN(C)C(=O)Nc2ccc(F)cc2)OCCCC[C@H](C)O3)cc1	1.0	.
CO[C@@H]1CN(C)C(=O)c2ccc(NC(=O)Nc3cccc(F)c3)cc2OC[C@@H](C)N(C(=O)Nc2cccc(F)c2)C[C@H]1C	0.4	-19
CO[C@H]1CN(C)C(=O)c2cc(NC(=O)C3CCCC3)ccc2OC[C@@H](C)N(C(=O)CC2CC2)C[C@@H]1C	-0.1	5
C[C@H]1CN([C@@H](C)CO)C(=O)CCCn2nncc2CO[C@H]1CN(C)Cc1ccc2c(c1)OCCO2	.	3
C#C[C@]1(O)CC[C@H]2[C@@H]3CCc4cc(OC)ccc4[C@H]3CC[C@@]21C	-0.9	-15
COCC(=O)Nc1ccc2c(c1)C(=O)N(C)C[C@@H](OC)[C@H](C)CN(Cc1cc(F)ccc1F)[C@@H](C)CO2	-0.1	-2
CCOC(=O)c1cc(C)sc1NC(=O)CC1Sc2ccccc2NC1=O (centres undefined)	-0.3	0

This part in full, previewed entries included:
Structure	IDH1 R132H inh	PRC2 inh
Cc1ccc(S(=O)(=O)Nc2ccc3c(c2)C(=O)N([C@@H](C)CO)C[C@@H](C)[C@@H](CN(C)C(=O)Nc2ccc(F)cc2)OCCCC[C@H](C)O3)cc1	1.0	.
CO[C@@H]1CN(C)C(=O)c2ccc(NC(=O)Nc3cccc(F)c3)cc2OC[C@@H](C)N(C(=O)Nc2cccc(F)c2)C[C@H]1C	0.4	-19
CO[C@H]1CN(C)C(=O)c2cc(NC(=O)C3CCCC3)ccc2OC[C@@H](C)N(C(=O)CC2CC2)C[C@@H]1C	-0.1	5
C[C@H]1CN([C@@H](C)CO)C(=O)CCCn2nncc2CO[C@H]1CN(C)Cc1ccc2c(c1)OCCO2	.	3
C#C[C@]1(O)CC[C@H]2[C@@H]3CCc4cc(OC)ccc4[C@H]3CC[C@@]21C	-0.9	-15
COCC(=O)Nc1ccc2c(c1)C(=O)N(C)C[C@@H](OC)[C@H](C)CN(Cc1cc(F)ccc1F)[C@@H](C)CO2	-0.1	-2
CCOC(=O)c1cc(C)sc1NC(=O)CC1Sc2ccccc2NC1=O (centres undefined)	-0.3	0
Cc1cccc(NCC(O)Cn2cnc3c2c(=O)n(C)c(=O)n3C)c1 (centres undefined)	0.1	10
C[C@H](O)C#Cc1ccc2c(c1)O[C@H](CN(C)Cc1ccc(-c3ccccc3)cc1)[C@@H](C)CN([C@H](C)CO)S2(=O)=O	-1.2	24
COC(=O)C[C@H]1CC[C@@H](NS(=O)(=O)c2ccccc2F)[C@H](CO)O1	0.4	6
Cc1ccc(S(=O)(=O)Nc2ccc3c(c2)C(=O)N([C@H](C)CO)C[C@H](C)[C@H](CN(C)Cc2ccc(C(=O)Nc4ccccc4N)cc2)O3)cc1	1.5	-8
C[C@H]1CN([C@@H](C)CO)C(=O)Cc2cc(NC(=O)Nc3ccc(C(F)(F)F)cc3)ccc2O[C@H]1CN(C)S(C)(=O)=O	0.3	11
Cc1nc(-c2ccccc2)sc1C(=O)C1C(=O)C(=O)N(CCCN2CCOCC2)C1c1ccco1 (centres undefined)	0.0	9
CO[C@@H]1CN(C)C(=O)c2cc(NC(=O)C3CCC3)ccc2OC[C@@H](C)N(Cc2nccs2)C[C@H]1C	0.0	6
C[C@H]1CN([C@@H](C)CO)C(=O)c2cccc(NC(=O)C3CCOCC3)c2O[C@@H]1CN(C)S(C)(=O)=O	.	2
COc1ccc(S(=O)(=O)N(C)C[C@@H]2Oc3ncc(-c4ccncc4)cc3C(=O)N([C@@H](C)CO)C[C@H]2C)cc1	-2.4	0
C[C@@H]1CCCCO[C@@H](CN(C)S(=O)(=O)c2ccc(Cl)cc2)[C@@H](C)CN([C@H](C)CO)C(=O)c2cc(NC(=O)CCCCCC(=O)Nc3ccccc3N)ccc2O1	-0.4	-20
C[C@H]1CN([C@@H](C)CO)C(=O)c2cc(C#CC3(O)CCCC3)cnc2O[C@H]1CN(C)C(=O)Nc1ccc2c(c1)OCO2	.	13
C[C@H]1CN([C@@H](C)CO)C(=O)CCCn2nncc2CO[C@@H]1CN(C)Cc1ccncc1	1.5	.
C/C=C/c1ccc2c(c1)O[C@@H](CN(C)C(C)=O)[C@H](C)CN([C@H](C)CO)S2(=O)=O	-2.7	5
Cc1ccc(C)c(OCC(=O)Nc2cccc(Oc3ccc4c(c3)C(=O)NC4=O)c2)c1	-0.2	11
C[C@@H]1CN([C@H](C)CO)C(=O)c2cccc(NC(=O)c3cnccn3)c2O[C@@H]1CN(C)Cc1ccc2c(c1)OCO2	0.6	-12
O=C(C[C@@H]1C[C@H]2c3cc(NC(=O)NC4CCCC4)ccc3O[C@H]2[C@@H](CO)O1)NCc1cc(F)ccc1F	0.2	-18
Cc1noc(C)c1NC(=O)Nc1ccc2c(c1)C(=O)N([C@@H](C)CO)C[C@@H](C)[C@H](CN(C)C)OCCCC[C@@H](C)O2	4.0	11
CNC[C@@H]1Oc2ccc(NC(=O)CCC(F)(F)F)cc2CC(=O)N([C@H](C)CO)C[C@H]1C	1.6	2
C[C@@H]1CN([C@H](C)CO)C(=O)c2cc(NC(=O)C3CCCCC3)ccc2O[C@@H](C)CCCCO[C@@H]1CN(C)S(=O)(=O)c1ccc(F)cc1	0.7	.
C[C@@H]1CN([C@H](C)CO)C(=O)c2cc(NS(=O)(=O)c3cn(C)cn3)ccc2O[C@@H]1CN(C)S(=O)(=O)c1ccccc1	0.0	.
C[C@@H]1CN([C@@H](C)CO)C(=O)CCCn2cc(nn2)CO[C@@H]1CN(C)C(=O)C1CC1	0.1	0
Cc1ccc(S(=O)(=O)N(C)C[C@H]2Oc3ccc(NC(=O)Nc4ccccc4)cc3C(=O)N([C@@H](C)CO)C[C@H]2C)cc1	0.0	.
C[C@@H]1CN([C@H](C)CO)C(=O)c2cc(NS(=O)(=O)c3ccc(Cl)cc3)ccc2O[C@@H](C)CCCCO[C@@H]1CN(C)Cc1ccncc1	-0.4	.

The list continues:
Structure	IDH1 R132H inh	PRC2 inh
COCC(=O)N1C[C@H](C)[C@H](OC)CN(C)C(=O)c2cc(NC(=O)c3ccc(F)cc3)ccc2OC[C@@H]1C	0.3	-2
CCCN1C[C@H](C)[C@H](OC)CN(C)C(=O)c2ccc(NC(=O)c3cccc(F)c3)cc2OC[C@H]1C	0.2	-11
Cc1cc(C)c(NC(=O)CN(C2CCCCC2)S(=O)(=O)c2ccc(Br)cc2)c(C)c1	-0.4	1
O=C(C[C@H]1C=C[C@H](NC(=O)C2CC2)[C@H](CO)O1)NCCCN1CCOCC1	0.3	0
COC(=O)C1=CO[C@@H](O[C@@H]2O[C@H](CO)[C@@H](O)[C@H](O)[C@H]2O)/C(=C\CO)[C@@H]1CC(=O)OCCc1ccc(O)cc1	-0.3	.
COCC#Cc1ccc2c(c1)O[C@H](CN(C)Cc1ccncc1)[C@@H](C)CN([C@H](C)CO)S2(=O)=O	1.2	6
Cc1ccc(S(=O)(=O)NCC[C@@H]2CC[C@@H](NC(=O)c3cccnc3)[C@@H](CO)O2)cc1	-0.5	12
CCCSc1nc(NCCO)c2c3c(sc2n1)COC(C)(CC)C3 (centres undefined)	0.1	.
C[C@H]1CN([C@@H](C)CO)S(=O)(=O)c2ccc(C3=CCCCC3)cc2O[C@@H]1CN(C)C(=O)Cc1ccccc1	0.0	.
COc1ccc(Cl)cc1NC(=O)C(C)NS(=O)(=O)c1ccc(C)cc1 (centres undefined)	-0.1	10
Cc1c(CCC(=O)O)c(=O)oc2cc(OCc3cccc(F)c3)ccc12	0.8	-2
Cc1noc(C)c1NC(=O)N(C)C[C@H]1OCCCC[C@H](C)Oc2ccc(N(C)C)cc2C(=O)N([C@H](C)CO)C[C@@H]1C	-6.8	8
COc1cccc(S(=O)(=O)N(C)C[C@@H]2Oc3ncc(-c4cccc(F)c4)cc3C(=O)N([C@H](C)CO)C[C@@H]2C)c1	-0.1	.
Cc1noc(C)c1NC(=O)Nc1ccc2c(c1)C(=O)N([C@@H](C)CO)C[C@H](C)[C@@H](CN(C)S(=O)(=O)c1ccc(Cl)cc1)O2	1.2	.
C[C@@H]1CCCCO[C@@H](CN(C)S(=O)(=O)c2cn(C)cn2)[C@@H](C)CN([C@@H](C)CO)C(=O)c2cc(NS(C)(=O)=O)ccc2O1	-2.0	.
COc1ccc(NC(=O)Nc2ccc3c(c2)C(=O)N([C@H](C)CO)C[C@H](C)[C@@H](CN(C)S(=O)(=O)c2ccc(F)cc2)OCCCC[C@@H](C)O3)cc1	0.7	.
COc1ccc(NC(=O)N(C)C[C@@H]2OCc3ccccc3-c3c(n(C)c4ccccc34)C(=O)N([C@@H](C)CO)C[C@@H]2C)c(OC)c1	-0.8	-17
C[C@@H]1CN([C@@H](C)CO)C(=O)c2cc(NC(=O)Nc3ccc4c(c3)OCO4)ccc2O[C@H]1CN(C)C(=O)Nc1ccc2c(c1)OCO2	0.6	.
CNC[C@@H]1OCCCC[C@@H](C)Oc2ccc(NC(=O)CCC(F)(F)F)cc2C(=O)N([C@@H](C)CO)C[C@@H]1C	7.4	11
COc1ccc(CN(C)C[C@@H]2Oc3c(NC(=O)Nc4ccccc4)cccc3C(=O)N([C@@H](C)CO)C[C@H]2C)cc1	0.9	-28
C[C@@H](NC(=O)C[C@@H]1CC[C@H](NC(=O)C2CC2)[C@@H](CO)O1)c1ccccc1	0.3	23
COCC(=O)Nc1ccc2c(c1)C(=O)N(C)C[C@@H](OC)[C@H](C)CN(Cc1ccccc1)[C@H](C)CO2	0.6	-5
Clc1ccc(-c2csc3ncnc(NCCN4CCOCC4)c23)cc1	0.2	-1
C/C=C/c1cnc2c(c1)C(=O)N([C@H](C)CO)C[C@@H](C)[C@H](CN(C)Cc1ccccc1)O2	-0.2	12
C[C@H]1CN([C@@H](C)CO)C(=O)c2cc(C#CC3CCCCC3)cnc2O[C@@H]1CN(C)S(=O)(=O)c1ccc(F)cc1	0.3	2
COc1cccc(NC(=O)N[C@H]2C=C[C@H](CC(=O)N3CCCCC3)O[C@H]2CO)c1	0.5	-4
CCC(=O)Nc1ccc2c(c1)C(=O)N(C)C[C@H](OC)[C@@H](C)CN(CC1CCOCC1)[C@H](C)CO2	.	0
O=C(O)c1ccc(NS(=O)(=O)c2cccc(C(=O)Nc3ccccc3)c2)cc1	-0.3	15
O=C(C[C@H]1C=C[C@@H](NC(=O)Nc2ccccc2F)[C@H](CO)O1)NCc1ccc(Cl)cc1	0.1	4
CS(=O)(=O)Nc1ccc2c(c1)[C@H]1C[C@H](CC(=O)N3CCOCC3)O[C@H](CO)[C@H]1O2	-0.7	-33

Other records:
Below each compound: IDH1 R132H inh, PRC2 inh
> CCCC#Cc1ccc2c(c1)O[C@H](CN(C)C(=O)Nc1ccccc1F)[C@@H](C)CN([C@@H](C)CO)S2(=O)=O
 : ., -12
> C[C@H](CO)N1C[C@H](C)[C@H](CN(C)S(=O)(=O)c2ccccc2)Oc2ccc(NC(=O)CCN3CCOCC3)cc2C1=O
 : ., 9
> Cc1noc(C)c1S(=O)(=O)N(C)C[C@H]1OCCCC[C@H](C)Oc2ccc(NC(=O)Nc3ccc4c(c3)OCO4)cc2C(=O)N([C@H](C)CO)C[C@@H]1C
 : 2.6, .
> COc1ccccc1-c1cnc2c(c1)C(=O)N([C@@H](C)CO)C[C@H](C)[C@H](CN(C)Cc1cccc(F)c1)O2
 : -0.2, .
> O=C(C[C@H]1C[C@@H]2c3cc(NC(=O)NC4CCCC4)ccc3O[C@@H]2[C@H](CO)O1)NCc1ccc(Cl)cc1
 : 0.2, -6
> Cc1noc(C)c1NC(=O)Nc1ccc2c(c1)C(=O)N([C@@H](C)CO)C[C@H](C)[C@H](CN(C)Cc1ccncc1)OCCCC[C@@H](C)O2
 : 5.4, .
> C[C@H](CO)N1C[C@H](C)[C@H](CN(C)S(=O)(=O)c2ccccc2)Oc2ccc(NC(=O)C3CC3)cc2CC1=O
 : 0.6, 9
> CNC[C@@H]1OCCCC[C@H](C)Oc2ccc(NS(=O)(=O)c3cccs3)cc2C(=O)N([C@H](C)CO)C[C@@H]1C
 : 1.0, .
> CO[C@H]1CN(C)C(=O)c2cc(NC(=O)Nc3ccc(Cl)c(Cl)c3)ccc2OC[C@H](C)NC[C@@H]1C
 : ., -48
> CO[C@@H]1CN(C)C(=O)c2cc(NC(=O)c3cc(C)on3)ccc2OC[C@H](C)N(CC2CC2)C[C@@H]1C
 : -0.3, 7
> C[C@@H]1CN([C@@H](C)CO)C(=O)c2cccc(N(C)C)c2O[C@@H]1CN(C)C(=O)Nc1ccc2c(c1)OCO2
 : ., 9
> C[C@H](CO)N1C[C@H](C)[C@@H](CN(C)C(=O)Nc2ccccc2)Oc2ccc(NS(=O)(=O)c3ccc(Cl)cc3)cc2CC1=O
 : -0.2, 3
> COCC(=O)Nc1ccc2c(c1)C(=O)N(C)C[C@@H](OC)[C@@H](C)CN(C(=O)Cc1cccnc1)[C@H](C)CO2
 : -0.4, 4
> C[C@H](CO)N1C[C@H](C)[C@@H](CN(C)C(=O)NC2CCCCC2)Oc2ccc(NC(=O)Nc3ccc(F)cc3)cc2CC1=O
 : 1.9, -7

From PubChem BioAssay
